NRP1-CendR mod: alters CendR peptide binding to human NRP-1; O14786; FAM-RPARPAR peptide binding to NRP-1, fluorescence polarization; inhibition, % at 25 µM; 0.85% of 360,000 active; AID 602438;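 active means inhibition or corrected inhibition above about 18%, plus a signal ratio from 0.5 to 1.5, limit read from the data, passing the limit was not always enough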; further: strong numbers were not always called active
FAS-TE inh: inhibitors of human fatty acid synthase thioesterase domain. P49327. recombinant FAS-TE, OMFH fluorogenic substrate, fluorescence endpoint. inhibition, % at 15 µM. 0.67% of 360,000 active. AID 602261;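 active means compounds whose normalised, plate-corrected inhibition of enzyme fluorescence in the single-dose primary screen is 50% or more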;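 further: 0% = DMSO with enzyme and 100% = substrate without enzyme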
Rin1-Abl PPI inh: human Rin1-Abl interaction inhibition; P00519+Q13671; TR-FRET Rin1/Abl binding, biochemical; inhibition, % at 7.35 µM; 0.4% of 360,000 active; in the data active means inhibition above about 5%, passing the limit was not always enough
Target sequence (P00519 whole entry, looked up): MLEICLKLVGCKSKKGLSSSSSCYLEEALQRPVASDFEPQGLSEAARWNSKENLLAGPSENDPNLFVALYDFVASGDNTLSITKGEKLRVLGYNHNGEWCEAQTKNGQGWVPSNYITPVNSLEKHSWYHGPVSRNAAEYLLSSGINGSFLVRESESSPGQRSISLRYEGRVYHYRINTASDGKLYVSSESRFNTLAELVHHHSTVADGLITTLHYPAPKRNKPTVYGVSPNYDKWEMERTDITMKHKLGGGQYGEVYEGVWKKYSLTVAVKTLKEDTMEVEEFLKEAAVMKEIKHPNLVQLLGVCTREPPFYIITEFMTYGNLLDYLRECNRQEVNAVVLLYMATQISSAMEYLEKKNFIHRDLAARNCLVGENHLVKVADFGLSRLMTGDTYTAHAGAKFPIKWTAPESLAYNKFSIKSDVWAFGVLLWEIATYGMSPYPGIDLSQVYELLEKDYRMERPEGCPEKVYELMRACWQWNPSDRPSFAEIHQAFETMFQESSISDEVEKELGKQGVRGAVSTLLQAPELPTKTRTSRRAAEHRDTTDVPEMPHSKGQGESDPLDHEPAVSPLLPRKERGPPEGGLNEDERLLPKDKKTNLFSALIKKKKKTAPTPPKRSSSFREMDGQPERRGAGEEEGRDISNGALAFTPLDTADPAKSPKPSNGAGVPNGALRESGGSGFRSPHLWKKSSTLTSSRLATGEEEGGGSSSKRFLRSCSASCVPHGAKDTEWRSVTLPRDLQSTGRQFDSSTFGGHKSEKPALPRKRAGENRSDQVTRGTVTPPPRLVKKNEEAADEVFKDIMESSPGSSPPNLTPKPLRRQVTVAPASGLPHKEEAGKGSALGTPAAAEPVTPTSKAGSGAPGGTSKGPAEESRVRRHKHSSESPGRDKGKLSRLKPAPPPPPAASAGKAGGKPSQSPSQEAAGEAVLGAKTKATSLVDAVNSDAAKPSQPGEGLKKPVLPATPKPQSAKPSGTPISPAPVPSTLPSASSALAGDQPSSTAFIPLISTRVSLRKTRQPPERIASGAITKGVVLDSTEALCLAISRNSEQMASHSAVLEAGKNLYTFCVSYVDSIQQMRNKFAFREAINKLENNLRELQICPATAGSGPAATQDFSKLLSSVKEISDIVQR
Target sequence (Q13671 whole entry, looked up): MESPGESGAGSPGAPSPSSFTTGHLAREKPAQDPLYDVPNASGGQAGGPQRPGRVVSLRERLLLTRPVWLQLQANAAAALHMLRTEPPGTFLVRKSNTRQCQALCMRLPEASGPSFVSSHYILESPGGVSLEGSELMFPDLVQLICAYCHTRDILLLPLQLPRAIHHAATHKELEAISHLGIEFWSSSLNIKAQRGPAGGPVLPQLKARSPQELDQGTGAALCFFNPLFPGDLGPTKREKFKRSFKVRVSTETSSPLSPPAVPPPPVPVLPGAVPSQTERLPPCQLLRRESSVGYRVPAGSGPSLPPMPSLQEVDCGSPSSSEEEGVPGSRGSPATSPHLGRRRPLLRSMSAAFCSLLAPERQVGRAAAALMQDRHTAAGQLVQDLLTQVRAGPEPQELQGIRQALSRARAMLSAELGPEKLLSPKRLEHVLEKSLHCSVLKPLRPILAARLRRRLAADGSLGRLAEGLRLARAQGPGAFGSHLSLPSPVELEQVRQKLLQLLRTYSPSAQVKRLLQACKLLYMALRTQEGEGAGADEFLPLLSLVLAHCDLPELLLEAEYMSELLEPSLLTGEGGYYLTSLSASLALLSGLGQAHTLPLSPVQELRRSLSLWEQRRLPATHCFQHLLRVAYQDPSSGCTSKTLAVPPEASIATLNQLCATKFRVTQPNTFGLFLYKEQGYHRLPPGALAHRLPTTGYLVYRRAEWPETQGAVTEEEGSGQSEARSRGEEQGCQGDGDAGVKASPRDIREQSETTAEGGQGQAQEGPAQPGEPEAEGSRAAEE
MT1-MMP act inh: MT1-MMP (human) activation inhibition; P50281; HT1080 RFP-PRO-GFP cells, GFP/RFP ratio fluorescence, overnight; percent of plate control window, DMSO zero; GFP/RFP ratio change, % at 20 µM; 0.061% of 360,000 active; AID 651647;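 active means GFP/RFP ratio change of at least 30% with cell ATP level not reduced by more than half and red fluorescence within 50% of control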; further: strong numbers were not always called active
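Read-out: GFP/RFP fluorescence ratio; Test system: RFP-PRO-GFP reporter HT1080 cells; Compound dosing: single-point 20 µM compound, 1% DMSO; Times: overnight compound exposure at 37 °C.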
MsrA inh: inhibitors of bovine MsrA; purified bovine MsrA, absorbance read-out; inhibition, % at 15.5 µM; 0.75% of 360,000 active; AID 651718; in the data active means inhibition above about 4.5%;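 further: 0% = vehicle wells with enzyme and 100% = reference inhibitor wells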
SKN-1 inh: C. elegans SKN-1 inhibition; C. elegans VP596 Pgst-4::GFP/RFP ratio, acrylamide-induced, 24 h; inhibition, % at 21.8 µM; 0.49% of 360,000 active; AID 624304;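 active means interference check ratio from 0.5 to 1.5 plus GFP to RFP signal ratio inhibition reaching or exceeding a fixed threshold, cut at about 30% in these data, passing the limit was not always enough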; further: some compounds called inactive have numbers as strong as hits
bovine MsrA act: activates bovine MsrA enzyme. 0.3% of 360,000 active. purified bovine MsrA, absorbance read-out. activation, % at 10.6 µM; in the data active means activation above about 7.5%;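 further: 0% = vehicle and 100% = reference activator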
Neddylation inh: cullin neddylation inhibition; P61081+Q13564; TR-FRET cullin neddylation, biochemical; calls only at 25 µM; 0.58% of 360,000 active; in the data active means inhibition above about 36%
E coli Lon inh: E. coli protease La inhibition | purified E. coli Lon protease, fluorescence polarization | inhibition, % at 7.94 µM | 0.42% of 360,000 active; in the data active means inhibition above about 13%, passing the limit was not always enough;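 further: 0% = enzyme with probe and DMSO and 100% = no enzyme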
* marks the source's active call; other numbers are inactive results; i = inactive; nt = not tested or not shown.

1. O=C(Nc1ccc(C2=CN(Cc3ccccc3)CCC2=O)cc1)OCc1ccccc1
2. Clc1ccc(-c2nnc(-c3ccccc3)nc2-c2c[nH]c3ccccc23)cc1
3. Cc1ccc(-n2c(SCC(N)=O)nnc2-c2ccccn2)cc1
4. Nc1c(C2CCCCC2)c(=O)on1C(=O)c1ccccc1
5. COc1ccc(OC(F)(F)F)cc1CC1(C)C(=O)Nc2ccc(-c3ccsc3)cc21 (centres undefined)
6. Cn1c(-c2ccc(F)cc2)cnc1SCC(=O)N1CCCc2ccccc21
7. COCCNC(=S)N/N=C/c1ccc([N+](=O)[O-])cc1
8. c1ccc(Cn2c[n+](Cc3ccccc3)cn2)cc1

Compound	1	2	3	4	5	6	7	8
bovine MsrA act	0	-4	1	-1	-1	2	-6	-1
FAS-TE inh	0	-6	-5	3	28	-3	-2	-6
MT1-MMP act inh	2	1	3	0	-13	1	-2	4
NRP1-CendR mod	4	4	7	8	-1	-13	0	0
SKN-1 inh	12	7	0	10	14	15	-6	9
Rin1-Abl PPI inh	3	0	3	1	-2	2	-5	-1
Neddylation inh	i	i	i	i	i	i	i	i
E coli Lon inh	1	2	1	-3	-2	19*	11	4
MsrA inh	0.8	-0.6	0.3	-0.3	-0.3	2.2	3.7	0.3

9. CCOCC(=O)Nc1ccc(S(=O)(=O)Nc2nccs2)cc1
10. Cc1c(NC(=O)CCSCCc2ccccn2)cccc1[N+](=O)[O-]
11. NNC(=S)Nc1ccc(OC(F)(F)F)cc1
12. COCCn1c(=N)c(C(=O)NCc2ccco2)cc2c(=O)n3ccccc3nc21
13. COc1ccc(Oc2coc3cc(O)ccc3c2=O)cc1
14. COc1ccc(Cl)cc1NC(=O)CN(C)C(=O)c1ccc(-n2cncn2)cc1
15. CCN1CCN(c2ccc(NC(=O)c3cccc(S(=O)(=O)N4CCCC4)c3)cc2)CC1
16. CCC(=O)NC1(C(F)(F)F)C(=O)NC(C)=C1C#N (centres undefined)

Compound	9	10	11	12	13	14	15	16
bovine MsrA act	-4	-2	-6	-8	-7	-1	-2	-2
FAS-TE inh	-7	-5	-1	-5	-7	-4	-8	-2
MT1-MMP act inh	-3	2	-1	-10	-1	-1	1	-2
NRP1-CendR mod	13	5	-18	-2	-13	-1	2	-2
SKN-1 inh	-17	9	-15	-16	1	-5	5	-4
Rin1-Abl PPI inh	0	-2	0	-3	4	2	5	-4
Neddylation inh	i	i	i	nt	nt	i	i	i
E coli Lon inh	3	-7	-5	-4	10	-6	-8	-6
MsrA inh	1.6	0.2	-0.1	1.3	2.8	-1.1	0.6	-0.4

Part of the list above, reduced to NRP1-CendR mod and MsrA inh:
No.	SMILES	NRP1-CendR mod	MsrA inh
14	COc1ccc(Cl)cc1NC(=O)CN(C)C(=O)c1ccc(-n2cncn2)cc1	-1	-1.1
15	CCN1CCN(c2ccc(NC(=O)c3cccc(S(=O)(=O)N4CCCC4)c3)cc2)CC1	2	0.6
16	CCC(=O)NC1(C(F)(F)F)C(=O)NC(C)=C1C#N (centres undefined)	-2	-0.4

Seven compounds out of the list above, sorted by their value in E coli Lon inh, high to low:
entry | compound | E coli Lon inh
13 | COc1ccc(Oc2coc3cc(O)ccc3c2=O)cc1 | 10
9 | CCOCC(=O)Nc1ccc(S(=O)(=O)Nc2nccs2)cc1 | 3
12 | COCCn1c(=N)c(C(=O)NCc2ccco2)cc2c(=O)n3ccccc3nc21 | -4
11 | NNC(=S)Nc1ccc(OC(F)(F)F)cc1 | -5
14 | COc1ccc(Cl)cc1NC(=O)CN(C)C(=O)c1ccc(-n2cncn2)cc1 | -6
10 | Cc1c(NC(=O)CCSCCc2ccccn2)cccc1[N+](=O)[O-] | -7
15 | CCN1CCN(c2ccc(NC(=O)c3cccc(S(=O)(=O)N4CCCC4)c3)cc2)CC1 | -8

The listing continues:
17. CCC1=C(OC(=O)N(CC)CC)N2C(=O)OC(=NCc3ccccc3)[C@]2(C)[C@H]2C1=CC[C@H]1C(=O)N(c3ccccc3)C(=O)[C@H]12
18. Cc1ccc(S(N)(=O)=O)cc1NC(=O)/C=C/c1cccs1
19. COc1cccc(-c2cc(=O)c3cc(NC(=O)c4ccccc4)ccc3[nH]2)c1
20. COc1ccccc1C(CNC(=O)COc1cc(C)ccc1Cl)N1CCCC1 (centres undefined)
21. Cc1ccn2c(=O)nc(SCC(=O)N3CCCC3)nc2c1
22. Nc1nnc(-c2ccc(Cl)c([N+](=O)[O-])c2)s1
23. CC(C)Oc1ccc(/C(O)=C2/C(=O)C(=O)N(CCN3CCNCC3)C2c2ccc(C(C)C)cc2)cc1 (centres undefined)
24. COc1ccc2[nH]cc(CCNC(=O)C3CC(=O)N(c4ccc(Cl)cc4)C3)c2c1 (centres undefined)

Compound	17	18	19	20	21	22	23	24
bovine MsrA act	-1	-6	-8	0	-4	-2	-1	-5
FAS-TE inh	17	-6	-8	-6	-4	15	-3	2
MT1-MMP act inh	3	-2	20	1	4	5	-1	2
NRP1-CendR mod	5	7	-12	-6	2	7	4	13
SKN-1 inh	2	4	9	1	-4	0	4	18
Rin1-Abl PPI inh	-1	-2	-6	2	3	3	3	1
Neddylation inh	i	i	i	i	i	i	i	i
E coli Lon inh	-3	-1	5	-11	-7	-5	-6	-2
MsrA inh	-0.5	1.5	-0.6	-1.1	2.2	-0.9	1.3	1.4

25. Cn1nnc(NC(=O)c2ccco2)n1
26. O=C(NC1CCCC1)C1C(c2ccc(C(F)(F)F)cc2)=Nc2ccccc2N1C(=O)c1cc2ccccc2[nH]1 (centres undefined)
27. O=C1CCN(Cc2ccc([N+](=O)[O-])cc2)CCN1CCO
28. CCOC(=O)c1c(NC(=O)CC(C)C)sc(C(C)=O)c1C
29. CN1CCN(Cc2c(O)ccc3cc(-c4ccccn4)c(=O)oc23)CC1
30. COc1ccc(OC)c(NC(=O)C23CC4CC(C2)CC(n2cnc(Br)n2)(C4)C3)c1
31. COc1cc(S(=O)(=O)N2CCOCC2)ccc1NC(=O)c1cc2c(s1)CCC2
32. COc1ccc(NC(=O)c2cc(OC)c(OC)cc2OC)c(S(=O)(=O)N2CCOCC2)c1

Compound	25	26	27	28	29	30	31	32
bovine MsrA act	3	nt	-5	-2	-7	-1	-3	3
FAS-TE inh	-8	nt	-9	35	-4	3	15	-1
MT1-MMP act inh	-3	-2	-1	-1	-6	2	1	7
NRP1-CendR mod	5	-4	16	-5	11	7	-3	17
SKN-1 inh	-9	1	-2	4	3	-3	1	12
Rin1-Abl PPI inh	-3	nt	5	-2	1	-2	-3	3
Neddylation inh	i	i	i	i	i	i	i	i
E coli Lon inh	-15	nt	-12	-7	-3	-5	14	1
MsrA inh	-0.5	1.0	1.1	-1.1	1.8	-0.2	-0.5	0.3

Results in sequence from the list.
MsrA inh for entries 25–32: -0.5, 1.0, 1.1, -1.1, 1.8, -0.2, -0.5, 0.3
bovine MsrA act for entries 25–32: 3, nt, -5, -2, -7, -1, -3, 3
MT1-MMP act inh for entries 25–32: -3, -2, -1, -1, -6, 2, 1, 7

Other results:
33. C=C1C(=O)C23C(O)C1CCC2C12CCCC(C)(COC(C)=O)C1C(O)C3(O)OC2 (centres undefined)
34. CCCc1nnc(SCC(=O)N(CC)CC)n1CC1CCCO1 (centres undefined)
35. CC(C)(C)c1ccc(S(=O)(=O)NC(=O)C2(C)CCN2C(=O)C2(c3ccccc3)CC2)cc1 (centres undefined)
36. Cc1oc2c(CN3CCCCC3)c(O)ccc2c(=O)c1-c1ccc(Br)cc1
37. C/C(=N/N1CCN(Cc2ccccc2)CC1)c1ccc(Br)cc1
38. COc1cccc(C2CC(C(F)(F)F)n3ncc(C(=O)O)c3N2)c1 (centres undefined)
39. CCOC(=O)C1=C(Nc2ccc(Cl)cc2)OCC1=O
40. Cc1cc(OCCCCN2C(=O)NC(C)(C)C2=O)ccc1[N+](=O)[O-]

Compound	33	34	35	36	37	38	39	40
bovine MsrA act	-10	-4	-1	-4	-4	-10	-9	-1
FAS-TE inh	-4	-2	-7	-6	13	-8	-2	3
MT1-MMP act inh	6	0	-4	-2	6	4	1	-2
NRP1-CendR mod	-1	2	-12	-8	-4	-2	0	5
SKN-1 inh	3	0	0	27	-1	-10	8	8
Rin1-Abl PPI inh	5	3	-2	0	-2	2	1	2
Neddylation inh	i	i	i	nt	i	i	i	i
E coli Lon inh	-10	-4	-10	-1	-6	0	3	0
MsrA inh	-0.8	0.4	-0.6	2.7	-0.4	-0.4	0.7	1.6

41. COc1cc(/C=N/NC(=O)CCC(=O)NC2CCCCC2)ccc1C
42. CC(C)c1onc(C(=O)N2CCN(c3ccc(F)cc3)CC2)c1[N+](=O)[O-]
43. CC(=O)Nc1cc2oc3ccccc3c2cc1[N+](=O)[O-]
44. COc1cc(-c2n[nH]c(=S)n2-c2cccc(C(F)(F)F)c2)cc(OC)c1OC
45. COc1cc(OC)cc(C(=O)NCC(=O)OCC(=O)N2CC(C)CC(C)C2)c1 (centres undefined)
46. COc1cc(/C=C(\C#N)C(=O)Nc2cccc3ncccc23)cc(OC)c1OC
47. COc1ccc(/C=C(/C#N)C(=O)Nc2ccc(O)cc2)cc1C(=O)O

Compound	41	42	43	44	45	46	47
bovine MsrA act	-3	-3	-4	-3	-3	-1	-5
FAS-TE inh	-4	0	-3	-13	-3	-10	-8
MT1-MMP act inh	2	4	0	7	2	-8	5
NRP1-CendR mod	2	3	0	12	12	-26	-17
SKN-1 inh	3	-13	16	8	10	2	-9
Rin1-Abl PPI inh	1	-2	-3	-1	1	-4	1
Neddylation inh	i	i	i	i	i	i	i
E coli Lon inh	2	-5	3	-5	1	-22	0
MsrA inh	-0.4	nt	1.3	0.3	-0.5	3.3	4.3

Some values from above:
MT1-MMP act inh result of compound 47 reads 5
bovine MsrA act result of compound 41 reads -3
NRP1-CendR mod result of compound 45 reads 12
